Screens as filed in PubChem.
ARFGAP1 inh: rat ARFGAP1 inhibition. 360,000 compounds, 0.26% hits. Q62848. inhibition, % at 16.5 µM. AID 651572. Arfgap1-stimulated ARF1 GTP hydrolysis, GDP FP detection;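 active = inhibition above a per-plate limit, mean inhibition of low control wells plus 3 SD, cut at about 25% in these data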;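 also: 0% = DMSO wells with enzyme and 100% = wells lacking Arfgap1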
Target sequence (Q62848 1-136 limits assumed): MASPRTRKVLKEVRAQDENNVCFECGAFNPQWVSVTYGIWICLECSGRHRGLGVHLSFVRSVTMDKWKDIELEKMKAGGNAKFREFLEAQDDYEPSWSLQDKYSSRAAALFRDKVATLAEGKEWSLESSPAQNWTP
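Replicates: Single well per compound | Assay system: Truncated rat Arfgap1 GAP domain | Control set: No-Arfgap1 wells (100%) versus DMSO full-reaction wells (0%) | Times: Enzyme reaction 120 min at 25 °C after 20 min preincubation | Reagent: Human ARF1(Δ1-17)-GTP substrate | Measured by: Tracer-displacement fluorescence polarization with EDTA stop, 620/688 nm | Measure: Percent inhibition of Arfgap1-stimulated GTP hydrolysis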
KLK7 zymogen act: proKLK7 (human) activation, primary screen | activation, % at 7 µM | P49862 | purified proKLK7, EDANS-DABCYL substrate fluorescence; 100% is mature enzyme control, 0% vehicle | 370,000 compounds, 0.9% hits;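 active = activation above the mean of all tested compounds plus 3 SD, computed per campaign excluding outliers beyond control limits, cut at about 13% in these data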
Target sequence (P49862 whole entry, looked up): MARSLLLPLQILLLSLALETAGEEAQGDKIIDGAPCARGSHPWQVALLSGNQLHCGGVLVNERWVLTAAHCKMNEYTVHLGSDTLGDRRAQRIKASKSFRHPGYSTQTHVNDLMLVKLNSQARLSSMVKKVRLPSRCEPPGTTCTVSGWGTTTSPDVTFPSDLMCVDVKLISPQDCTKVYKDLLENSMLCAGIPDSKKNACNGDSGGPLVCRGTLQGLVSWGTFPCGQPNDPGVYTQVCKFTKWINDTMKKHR
UHRF1 binding: UHRF1 methyl-DNA binding inhibition | UHRF1 binding to methylated oligo, TR-FRET | inhibition, % at 4.4 µM | 370,000 compounds, 0.75% hits | AID 687016; in the data active = inhibition above about 21%;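 also: UHRF1 SRA domain binding a hemimethylated CpG hairpin DNA probe; 0% = median of test compound wells and 100% = reference inhibitor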
MBD2 DNA inh: blocks human MBD2 binding to methylated DNA. Q9UBB5. TR-FRET, MBD2 binding to methylated oligonucleotide. inhibition, % at 4.4 µM. 370,000 compounds, 0.31% hits. AID 686964; in the data active = inhibition above about 13%
Target sequence (Q9UBB5 whole entry, looked up): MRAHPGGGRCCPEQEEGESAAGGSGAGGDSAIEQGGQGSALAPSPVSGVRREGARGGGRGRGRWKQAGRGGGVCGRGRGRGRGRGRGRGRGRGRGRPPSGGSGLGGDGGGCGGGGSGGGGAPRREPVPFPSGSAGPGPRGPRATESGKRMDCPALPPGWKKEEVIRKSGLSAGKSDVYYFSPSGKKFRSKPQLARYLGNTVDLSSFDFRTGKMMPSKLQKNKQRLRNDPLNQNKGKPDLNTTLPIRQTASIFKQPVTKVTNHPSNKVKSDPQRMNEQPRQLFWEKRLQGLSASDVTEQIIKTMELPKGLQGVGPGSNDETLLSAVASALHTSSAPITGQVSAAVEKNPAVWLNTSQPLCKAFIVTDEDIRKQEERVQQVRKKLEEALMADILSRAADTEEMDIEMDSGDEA
PLCb3 inh: inhibitors of human phospholipase C beta3; Purified PLC-beta3, fluorogenic substrate, fluorescence; inhibition, % at 12.2 µM; 370,000 compounds, 0.18% hits; in the data active = inhibition above about 11%;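 also: 0% = median of compound wells on plate and 100% = full blocker control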
Tn6 DDE FP: disrupts Tn6 cyclic peptide binding to fibrin D-Dimer-E complex; inhibition, % at 8.3 µM; 370,000 compounds, 0.21% hits; P02675; Fibrin DD(E) TRITC-Tn6 fluorescence polarization displacement;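 active = inhibition above a per-campaign cutoff: mean of compounds within control limits plus 3 SD, cut at about 15% in these data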;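 also: 0% = median of all compound wells on the plate and 100% = blocking peptide control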
PLC-gamma1 inh: PLC-gamma1 (human) inhibition, primary screen. P19174. purified PLC-gamma1, fluorogenic substrate, fluorescence. inhibition, % at 12.2 µM. 370,000 compounds, 0.84% hits. AID 720700; in the data active = inhibition above about 9.5%
ASAP1 inh: ASAP1 ArfGAP inhibition; Q9ULH1; 360,000 compounds, 0.19% hits; inhibition, % at 16.5 µM; AID 624377; ASAP1-stimulated ARF1 GTP hydrolysis, GDP FP detection; in the data active = inhibition above about 25%;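 also: 0% = vehicle with enzyme and substrate and 100% = no enzyme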
Tn7 DDE FP: DD(E)-Tn7 binding inhibition, primary FP screen; P02675; FP displacement of FITC-Tn7 peptide from fibrin DD(E); 0% = median of compound wells per plate; inhibition, % at 8.3 µM; 370,000 compounds, 0.13% hits; AID 720508;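 active = inhibition above the mean of compounds falling within the control limits plus 3 SD of them, cut at about 14% in these data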;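 also: 0% = plate median of compound wells and 100% = 10 µM Aha-Tn7 peptide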
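Assay system: Human fibrin DD(E) protein | Medium: Tris buffer with calcium and detergent, pH 7.8 | Reagent: 0.1 µM fluorescent Tn7 | Compound dosing: Single point at 8.3 µM | Times: 10 min preincubation, 3 h with tracer, room temperature | Detection: Fluorescence polarization of the labelled Tn7 tracer | Controls: Aha-Tn7 high control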
ADAM17 inh: ADAM17 inhibition, QFRET primary screen. inhibition, % at 6.95 µM. recombinant ADAM17, EDANS/DABCYL FRET peptide cleavage. P78536. 370,000 compounds, 0.83% hits;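 active = inhibition above the mean of compounds lying between control limits plus 3 SD, set per campaign, cut at about 8.5% in these data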;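 also: 0% = DMSO-only wells as the low control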
The depositor's hits bear a star.

Abbreviations: A = ARFGAP1 inh; B = KLK7 zymogen act; C = UHRF1 binding; D = MBD2 DNA inh; E = PLCb3 inh; F = Tn6 DDE FP; G = PLC-gamma1 inh; H = ASAP1 inh; I = Tn7 DDE FP; J = ADAM17 inh
CC1Oc2ccccc2N(CC(=O)c2cccc(Cl)c2)C1=O (stereo unspecified)
  A: -7	B: 0.3	C: 14	D: 3	E: 2	F: -7	G: -1	H: 13	I: -5	J: -2

c1ccc2cc(C3OCC4(CCCC4)CO3)ccc2c1
  A: 0	B: -0.1	C: 2	D: 0	E: 1	F: 4	G: 3	H: 9	I: -2	J: 1

CC(=O)c1cc(F)c(N2CCN(c3ccc([N+](=O)[O-])cc3F)CC2)cc1C
  A: 2	B: -0.9	C: 10	D: 0	E: 7	F: 4	G: 6	H: 2	I: 0	J: -1

Cc1ccc(-c2cc(C(F)(F)F)c(C#N)c(SCC(=O)O)n2)cc1
  A: -11	B: -0.6	C: -4	D: -2	E: -24	F: 7	G: -17	H: -2	I: -5	J: -2

Cc1[nH]c2ccccc2c1/C=N/NC(=O)CNC(=O)c1ccco1
  A: 7	B: 0.3	C: 0	D: -10	E: -2	F: -5	G: 4	H: 1	I: -1	J: 0

CCNC(=S)NNC(=O)c1ccc(OC)cc1
  A: -2	B: -0.1	C: 0	D: 1	E: 3	F: 8	G: -1	H: -3	I: -5	J: -1

Cc1ccc(NC(=O)Cn2c(CCC(=O)O)ccc2-c2cccs2)cc1
  A: 0	B: -0.1	C: 1	D: 0	E: -51	F: 2	G: -31	H: 8	I: 7	J: -23

Cc1ccccc1CS(=O)(=O)Cc1ccc(C(=O)NCCCN2CC(C)CC(C)C2)o1 (stereo unspecified)
  A: 4	B: -0.2	C: -2	D: -1	E: -6	F: 5	G: 4	H: 11	I: 1	J: 3

CN(Cc1ccccc1)N=Nc1nc[nH]c1C(N)=O
  A: 1	B: 0.0	C: -2	D: 0	E: 6	F: 6	G: 4	H: 5	I: -5	J: 2

Cc1ccc(-c2nnc(SCC(=O)N3CCCC3)o2)cc1C
  A: 3	B: 0.3	C: 1	D: 6	E: 0	F: -7	G: -2	H: -1	I: 0	J: -5

Cc1ccc(S(=O)(=O)N2C3CC(c4ccccc4)N(S(=O)(=O)c4ccccc4Cl)CC3C(=O)C[C@H]2c2ccccc2)cc1 (stereo partly specified)
  A: 10	B: -0.5	C: -1	D: 0	E: 4	F: -4	G: 3	H: 16	I: -1	J: 4

CSCC[C@H](NC(=O)c1nn(C)c(=O)c2ccccc12)c1nc2ccccc2[nH]1
  A: 6	B: 0.0	C: -2	D: -1	E: 1	F: 2	G: 13*	H: -1	I: -5	J: 3

O=C(NCCc1ccccc1)c1ccccc1NC(=O)C1CC=CCC1C(=O)O (stereo unspecified)
  A: 14	B: 0.5	C: 0	D: 1	E: -23	F: 0	G: -21	H: 3	I: -3	J: -39

O=C(Cc1c(F)cccc1Cl)OCC(=O)N1CCc2ccccc21
  A: -6	B: 0.3	C: 1	D: 2	E: 5	F: -2	G: 0	H: -2	I: 2	J: 0

Cc1oc(/N=C/c2ccc(Cl)cc2Cl)c(C#N)c1C
  A: -3	B: -0.2	C: 1	D: -1	E: -11	F: -5	G: -7	H: -1	I: -4	J: -4

CC(C)(C)OC(=O)CC12CCCCC1NC(=O)O2 (stereo unspecified)
  A: 1	B: 0.4	C: -1	D: 4	E: 1	F: -1	G: -1	H: -6	I: 2	J: -5

COc1ccc(N2CC(O)=C(c3nc(-c4ccc(Cl)cc4)cs3)C2=N)cc1
  A: 12	B: -1.1	C: 4	D: 10	E: 0	F: -4	G: 2	H: 17	I: 2	J: -4

Cc1ccc(S(=O)(=O)Nc2cc3c(cc2C#N)OCO3)cc1C(N)=O
  A: -3	B: -1.1	C: 2	D: -2	E: -5	F: -2	G: 6	H: -3	I: -1	J: 1

CCCCc1c(-c2ccccc2OC)ncn1Cc1ccccc1C
  A: 9	B: 0.8	C: -5	D: 2	E: 1	F: 5	G: 2	H: 2	I: 3	J: 3

COc1cc(C)nc(OCCNC(=O)COc2ccc(Cl)cc2Cl)n1
  A: -11	B: 0.2	C: 2	D: 3	E: 0	F: 4	G: 1	H: -3	I: 8	J: 2

O=C(NCCC1CCCC1)c1cccs1
  A: -6	B: 0.3	C: -1	D: -5	E: -5	F: -1	G: 0	H: 4	I: 2	J: -3

O=C(Cn1cc([N+](=O)[O-])ccc1=O)N1CCc2ccccc2C1
  A: 5	B: -0.1	C: -1	D: -2	E: 3	F: 11	G: 3	H: -7	I: -6	J: -3

O=C1CC(c2ccc(S(=O)(=O)NCc3ccccc3)cc2)CN1 (stereo unspecified)
  A: 0	B: -0.2	C: 3	D: -6	E: 2	F: 3	G: -1	H: -7	I: 1	J: -1

CC1(C(=O)NS(=O)(=O)c2ccc3c(c2)CCO3)CCN1C(=O)CCC1CCCC1 (stereo unspecified)
  A: -3	B: 1.3	C: 0	D: -7	E: -6	F: -4	G: -8	H: -8	I: 7	J: -2

N#C/C(=C/c1cc[nH]c1)C(N)=S
  A: -2	B: 1.0	C: -4	D: -14	E: -5	F: 10	G: 1	H: 3	I: 4	J: 2

CCOc1cc(/C=C2/SC(=Nc3ccccc3)N(Cc3cccnc3)C2=O)ccc1OCC#N
  A: 5	B: -0.7	C: -1	D: -4	E: -1	F: -15	G: -2	H: 9	I: 3	J: -4

O=C(NC(c1ccc(Cl)cc1)c1cc(Cl)c2cccnc2c1O)c1cccnc1 (stereo unspecified)
  A: -1	B: -0.2	C: 4	D: 1	E: -2	F: -5	G: -1	H: -7	I: 2	J: -7

CCOC(=O)Cn1nnc(-c2ccc(OCC(C)C)cc2)n1
  A: 0	B: 0.1	C: -1	D: -6	E: 2	F: 3	G: 2	H: 7	I: -5	J: 0

CC1CN(S(=O)(=O)c2ccc(C(=O)N(C)C3CCCCC3)cc2)CC(C)O1 (stereo unspecified)
  A: 1	B: 0.1	C: 1	D: -2	E: 1	F: -9	G: 3	H: -7	I: -4	J: -3

CC1CCN(c2ccc3nnc(CCC(=O)NCCCOC(C)C)n3n2)CC1
  A: -2	B: 0.8	C: -1	D: -5	E: -5	F: -2	G: 2	H: 3	I: -1	J: -2

CCCCC(=O)NC(c1ccc(Cl)cc1Cl)c1ccc2cccnc2c1O (stereo unspecified)
  A: 10	B: -0.1	C: -9	D: 0	E: -13	F: 0	G: -15	H: 4	I: -7	J: 1

CC(C)(C)c1ccc(C(=O)NNc2ncccc2-n2cccc2)cc1
  A: 9	B: 0.5	C: -1	D: 1	E: -5	F: -2	G: -2	H: -12	I: -2	J: -2

Cc1ccc(NC(=O)C(C)OC(=O)COc2cccc(C(F)(F)F)c2)cc1 (stereo unspecified)
  A: 8	B: 0.2	C: -1	D: 1	E: -8	F: 5	G: 2	H: -3	I: 1	J: 7

Cc1onc(-c2c(F)cccc2Cl)c1C(=O)N1CCSCC1
  A: 4	B: -0.8	C: 0	D: 1	E: -2	F: 8	G: 3	H: -2	I: -5	J: 2

COc1cc(-c2nc3ccccc3nc2-c2ccc(O)c(OC)c2)ccc1O
  A: 16	B: 0.6	C: 4	D: 7	E: -1	F: -4	G: -5	H: -2	I: 2	J: 0

CN(CC(=O)Nc1ccc(Cl)cc1)CC(=O)N1CCc2ccccc21
  A: -8	B: 0.0	C: 0	D: -6	E: 6	F: 0	G: 4	H: 3	I: 1	J: -5

N/C(=N\OC(=O)c1ccc(F)cc1)c1nonc1N
  A: -9	B: -0.4	C: -2	D: 1	E: 1	F: -3	G: -2	H: 3	I: -1	J: -6

CCOC(=O)c1sc(NC(=O)COC(=O)CNC(=O)C2CCCCC2)c(C(=O)OCC)c1C
  A: 14	B: 0.1	C: -1	D: -2	E: 1	F: -12	G: 3	H: 4	I: -4	J: 2

COc1ccc(-n2c(=S)[nH]c3cc(C(=O)NCCCN4CCCC4=O)ccc3c2=O)cc1
  A: 11	B: 0.2	C: -5	D: -6	E: 4	F: 14	G: 2	H: -2	I: -5	J: 1

Cn1cccc1C(=O)C(=O)Nc1ccccc1
  A: -1	B: -0.7	C: 3	D: 5	E: 6	F: 1	G: 0	H: 5	I: 5	J: 0

CCCCNC(=O)[C@@H]1CSC2c3ccc(OC)c(OC)c3C(=O)N21 (stereo partly specified)
  A: -9	B: -1.5	C: 1	D: 1	E: -147	F: -3	G: -105	H: 11	I: -4	J: -23

CCC1=NN(C(=O)c2ccc(Cl)cc2)C(O)(c2ccc(C)cc2)C1 (stereo unspecified)
  A: 4	B: -0.2	C: 5	D: -5	E: -4	F: 5	G: -2	H: 8	I: 9	J: -1

Cc1ccc2c(c1)c1c(n2CC2COC(C)(C)O2)C(=O)CCC1 (stereo unspecified)
  A: 1	B: 3.9	C: 2	D: -3	E: -356	F: -4	G: -250	H: 7	I: 1	J: -49

CCC(C)[C@H](NC(=O)NCCCc1ccccc1)C(=O)OC (stereo partly specified)
  A: -12	B: -0.1	C: 3	D: 6	E: 3	F: 3	G: -1	H: 4	I: 2	J: -7

CCCCCSc1nc2c(c(=O)[nH]c(=O)n2C)n1C
  A: 2	B: -0.4	C: 4	D: -5	E: -1	F: 1	G: -1	H: -5	I: -2	J: -2

CCN(CC)CCNC(=O)c1ccc2c(c1NCCO)C(=O)c1ccccc1C2=O
  A: 9	B: 0.9	C: 4	D: 22*	E: -9	F: 0	G: 0	H: 6	I: 0	J: 1

Cc1ccc(C(=O)NNC(=O)c2cc(OCC(F)(F)F)ccc2OCC(F)(F)F)cc1
  A: 0	B: 0.3	C: -2	D: 0	E: 1	F: 0	G: -2	H: 2	I: -3	J: -1

O=C(c1ccccc1)c1nn(-c2ccccc2)c(=O)cc1C(F)(F)F
  A: 4	B: 0.3	C: 14	D: 3	E: -5	F: -1	G: 0	H: -5	I: -6	J: 2

CC(=O)/C(C#N)=C1\NC(=O)C(Cc2cc(Cl)ccc2Cl)S1 (stereo unspecified)
  A: -8	B: 0.0	C: -2	D: -2	E: -24	F: -1	G: -16	H: -7	I: 0	J: -1

COc1ccc(N(C(=O)c2snc(C(N)=O)c2N)C(C(=O)NC2CCCCC2)c2ccc(C)o2)c(OC)c1 (stereo unspecified)
  A: -1	B: -0.3	C: -5	D: 1	E: -20	F: 3	G: -10	H: -6	I: 4	J: -6

N#CCCN(Cc1ccncc1)C(=S)NC1CC2C=CC1C2 (stereo unspecified)
  A: 3	B: -0.3	C: 0	D: 1	E: 3	F: -4	G: 2	H: 7	I: -5	J: -2

O=C(Nc1ccccc1C(=O)NCc1ccccc1)c1ccccc1Br
  A: 6	B: 0.4	C: -2	D: -7	E: 5	F: -5	G: 1	H: 6	I: 5	J: 5

CCOC(=O)c1nc(C)sc1-c1ccnn1S(=O)(=O)c1cccc(Cl)c1
  A: 1	B: 0.0	C: 5	D: 2	E: -8	F: 3	G: 0	H: 6	I: 2	J: -3
